TRPC6 inh: mouse TRPC6 channel inhibitors, primary screen, cell-based, HEK293, membrane potential dye; Short transient receptor potential channel 6 (Mus musculus), Q61143; ACh-evoked depolarization; hits give low values; 1.1% of 310,000 active; AID 2553, 2010; B-score at 10 µM;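 active means B-score under library mean minus 3 SD, initial fluorescence not abnormally high, positive integrated signal ratio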;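 further: B-score derived from integrated fluorescence ratio over the kinetic read; more negative B-score means stronger inhibition of depolarization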
SKKanGAS inh: S. pyogenes SKKanGAS growth inhibitors in kanamycin, primary screen, streptokinase expression inhibitor project, SKKanGAS strain, BacTiter-Glo luminescence | 1.3% of 300,000 active | AID 1662, 2009 | 6 h | inhibition, % at 7.5 µM;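 active means mean replicate score, as percent of positive control median, at least 50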;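 further: strain carries kanamycin resistance gene driven by streptokinase promoter and grows in 40 µg/ml kanamycin; loss of luminescence reflects streptokinase promoter inhibition or plain growth inhibition; 0% = median of DMSO wells and 100% = positive control at its reference dose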
TRPC4 block: inhibitors of mouse TRPC4 channel, primary screen, Fluo4 calcium, HEK293 TRPC4beta/mu-opioid cells. Short transient receptor potential channel 4 (Mus musculus), Q9QUQ5. DAMGO-evoked Fluo4 calcium flux; hits give low values. B-score at 10 µM. 0.39% of 300,000 active;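 active means B-score over 3 SD under the library average, no early fluorescence shift, positive overall ratio signal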
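Assay system: HEK293 cells with stable TRPC4beta plus mu-opioid receptor expression; Probe or stimulus: DAMGO in two steps, submaximal then maximal; Dosing: single-point compound dosing; Measured by: Fluo4 calcium-dye fluorescence, kinetic read; Read-out basis: B score from integrated Fluo4 fluorescence ratio.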
TRPC4 agonist: activators of mouse TRPC4 channel, primary screen, Fluo4 calcium, HEK293 TRPC4beta/mu-opioid cells | Short transient receptor potential channel 4 (Mus musculus), Q9QUQ5 | Fluo4 calcium fluorescence; hits give high values | B-score at 10 µM | 0.49% of 310,000 active | AID 2237, 2010;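 active means B-score above 5 SD of library B-scores, and initial fluorescence ratio not above library mean plus 5 SD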;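 further: positive B-score marks a calcium rise read as TRPC4 activation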
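Material: HEK293 stable line with TRPC4beta plus mu-opioid receptor; technique: Fluo4 calcium-sensitive dye fluorescence, kinetic, 1 Hz baseline; timing: Fluo4 dye loading 45 min at room temperature, 110 s recording; controls: assay buffer as low control, maximal DAMGO as high control; read-out: integrated baseline-normalised fluorescence ratio, converted to per-well B score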
MrgX1 PAM: positive allosteric modulators of MrgX1, primary screen, HEK293 cells, Fluo-4 calcium flux. Mas-related G-protein coupled receptor member X1 (Homo sapiens), Q96LB2. FDSS; hits give high values. B-score at 10 µM. 0.63% of 310,000 active;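 active means plate-corrected calcium response at least 3 library SD above typical, normal starting fluorescence, not activating the receptor alone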;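 further: compound read alongside a low EC10 to EC30 dose of BAM8-22 agonist; peak minus trough fluorescence over baseline measured at the second addition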
Target sequence (Q96LB2 whole entry, looked up): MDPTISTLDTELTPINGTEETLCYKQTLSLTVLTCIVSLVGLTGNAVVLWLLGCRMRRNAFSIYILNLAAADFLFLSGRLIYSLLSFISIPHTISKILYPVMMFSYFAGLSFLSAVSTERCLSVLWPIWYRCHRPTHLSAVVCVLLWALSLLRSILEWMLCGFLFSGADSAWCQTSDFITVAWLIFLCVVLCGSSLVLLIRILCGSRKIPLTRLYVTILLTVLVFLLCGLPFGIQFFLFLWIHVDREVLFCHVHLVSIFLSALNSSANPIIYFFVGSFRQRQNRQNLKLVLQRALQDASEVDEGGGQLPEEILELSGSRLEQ
MrgX1 agonist: agonists of human MrgX1 receptor, primary screen, HEK293 cells, Fluo-4 calcium flux | Mas-related G-protein coupled receptor member X1 (Homo sapiens), Q96LB2 | Fluo-4 calcium fluorescence, agonist mode; hits give high values | B-score at 10 µM | 0.44% of 310,000 active | AID 588627, 2011;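 active means calcium response B-score plate-corrected fluorescence ratio at least 3 library SD, with starting fluorescence B-score inside 5 SD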
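Material – MrgX1-expressing HEK293 cells · Input – 15,000 cells seeded per well · Dosing – compound as first of three additions · Times – overnight seeding, then 1 h dark dye loading · Measured by – kinetic Fluo-4 NW fluorescence of intracellular calcium · Read-out – B-scored fluorescence response ratio · Benchmarks – positive and negative control wells on each plate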
TRPC4 potent: positive allosteric modulators of TRPC4, primary screen, cell-based, mouse TRPC4beta, HEK293 mu-opioid, Fluo-4 calcium; DAMGO EC20, Fluo-4 Ca2+ flux; hits give high values; 0.42% of 310,000 active; Short transient receptor potential channel 4 (Mus musculus), Q9QUQ5; B-score at 10 µM;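 active means B-score of calcium response area above 5 SD of library B-scores, with initial fluorescence ratio within 5 SD of library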;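 further: B-score of integrated fluorescence ratio over time as area under calcium response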
MrgX1 antagonist: antagonists of human MrgX1 receptor, primary screen, HEK293 cells, Fluo-4 calcium flux; Mas-related G-protein coupled receptor member X1 (Homo sapiens), Q96LB2; 1.3% of 310,000 active; B-score at 10 µM; BAM8-22 antagonism; hits give low values;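 active means calcium-response B-score plate-corrected more than 3 library SD below zero, starting fluorescence within 5 deviations, no agonist response on first addition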;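 further: peak minus trough fluorescence over baseline after final BAM8-22 challenge near maximal dose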
TRPC6 activator: mouse TRPC6 channel activators, primary screen, cell-based, HEK293, membrane potential dye; Short transient receptor potential channel 6 (Mus musculus), Q61143; B-score at 10 µM; HEK293-TRPC6 membrane potential dye fluorescence; hits give high values; 0.13% of 310,000 active; AID 2550, 2010;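 active means B-score of the integrated fluorescence ratio above library mean plus 3 SD, and starting fluorescence ratio within library mean plus 5 SD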;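 further: higher score means more depolarization so channel activation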
ANO1 activ: TMEM16A chloride channel activators or potentiators, primary screen, cell-based, HTS | Anoctamin-1 (Mus musculus), Q8BHY3 | HEK293 TMEM16A/YFP-H148Q/I152L, iodide quench fluorescence; hits give low values | B-score at 10 µM | 0.3% of 340,000 active | AID 623877, 2012;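 active means fluorescence-ratio B-score plate-corrected deviation score at least 3 library SD below zero, with starting fluorescence score within 5 deviations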;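 further: channel opened by trigger with iodide after compound preincubation; score built on the fluorescence ratio of max minus min over baseline; more negative score means more quench and so TMEM16A activation or potentiation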
ANO1 block: TMEM16A chloride channel inhibitors, primary screen, cell-based, HTS; Anoctamin-1 (Mus musculus), Q8BHY3; HEK293 TMEM16A/YFP iodide influx fluorescence, ionomycin; normalized B-score (activity score, 25-100; higher = stronger inhibition) at 10 µM; 1.2% of 310,000 active; AID 588511, 2011;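 active means ratio plate-corrected score three or more library SD toward inhibition, starting fluorescence score within five deviations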;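 further: score derived from kinetic fluorescence span divided by baseline fluorescence per well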
Starred values were filed as active, the others as inactive; i = inactive; . = not tested or not shown. Hits appear at their usual frequency. Share with any hit: about 6.7%.

Values in the order: TRPC6 inh	TRPC4 agonist	MrgX1 PAM	ANO1 activ	TRPC6 activator	TRPC4 potent	TRPC4 block	MrgX1 antagonist	MrgX1 agonist	ANO1 block	SKKanGAS inh
> COc1cccc(/C=N/c2oc(-c3ccccc3)cc2C#N)c1O
 : i	i	i	i	i	i	i	i	i	i	-5
> Cc1cc(C(C)(C)C)ccc1NC(=O)CC(C)(C)CC(=O)O
 : i	i	i	i	i	i	i	i	i	i	-2
> COC(=O)c1sccc1NC(=O)CSc1ccccc1N
 : i	i	i	i	i	i	i	i	i	i	2
> COc1cccc(C(C(=O)NC2CCCCC2)N(C(=O)Cc2cccs2)c2ccc(-n3cnnn3)c(OC)c2)c1 (stereo not given)
 : i	i	i	i	i	i	i	i	i	i	6
> N#C/C(=C\c1c(Cl)cccc1Cl)c1nn(-c2ccccc2)c(-n2cccc2)c1C#N
 : i	i	i	i	i	i	i	i	i	i	6
> O=C(c1ccc(-c2ccccc2)cc1)N1CCN(c2ncccn2)CC1
 : .	.	i	i	.	.	.	i	i	i	.
> CCO/C=C1/C(=O)N(CC)c2ccccc21
 : i	i	i	i	i	i	i	i	i	i	-3
> c1ccc(C(c2ccccc2)N2CCN(C(c3ccccn3)c3nnnn3C3CCCC3)CC2)cc1 (stereo not given)
 : i	i	i	i	i	i	i	i	i	i	0
> CC[N+](CC)(CC)C/C=C/CN1CCCCC1
 : i	i	i	i	i	i	i	i	i	i	-4
> CN(Cc1ccco1)S(=O)(=O)c1ccc(CN2C(=O)c3cccnc3C2=O)s1
 : i	i	i	i	i	i	i	i	i	i	1
> CN(C(=S)Oc1ccc(C(=O)Nc2ccccc2)cc1)c1ccccc1
 : i	i	i	i	i	i	i	i	i	i	-12
> COC(=O)c1cc(-c2ccc(S(=O)(=O)N3CCCC(C)C3)cc2)c(C(F)(F)F)s1 (stereo not given)
 : i	i	i	i	i	i	i	i	i	i	14
> COC(=O)Nc1ccc(S(=O)(=O)Nc2ccccc2F)cc1
 : i	i	i	i	i	i	i	i	i	i	0
> COc1ccc(S(=O)(=O)NCC2CCCN(C(=O)C3CCCC3)C2)cc1 (stereo not given)
 : i	i	i	i	i	i	i	i	i	i	3
> Cc1cccc(NS(=O)(=O)c2ccc(-c3cnc(C4CC4)o3)cc2)c1
 : i	i	i	i	i	i	i	i	i	i	-11
> Cc1ccc(S(=O)(=O)Nc2cccc(-c3ccc(N4CCCCCC4)nn3)c2)c(C)c1
 : i	i	i	i	i	i	i	i	i	i	4
> CCOC(=O)/C(C#N)=C/c1c(N2CCN(C)CC2)nc2c(C)cccn2c1=O
 : i	i	i	i	i	i	i	i	i	i	-2
> Cc1ccccc1NC(=O)CN1CCC(NC(=O)Nc2ccccc2)CC1
 : i	i	i	i	i	i	i	i	i	i	1
> O=C(Nc1ccc(F)cc1)c1ccc(NC(=O)C2CCCO2)cc1 (stereo not given)
 : i	i	i	i	i	i	i	i	i	i	1
> COc1ccccc1N=Cc1nc(-c2ccccc2)oc1OC(C)=O
 : i	i	i	i	i	i	i	i	i	i	4
> Cc1nc(NC(=O)/C=C/c2ccccc2)sc1C(=O)NCCO
 : i	i	i	i	i	i	i	i	i	i	6
> CCOC(=O)C1(CCCc2ccccc2)CCN(C(=O)Cn2nc(C)nc2C)CC1
 : i	i	i	i	i	i	i	i	i	i	9
> CCCCCCCCC(=O)N/N=C/c1ccccn1
 : i	i	i	i	i	i	i	i	i	i	-9
> Cc1ccc(C(=O)NC(O)C(Cl)Cl)cc1 (stereo not given)
 : i	i	i	i	i	i	i	i	i	i	-7
> COc1cc(/C=C2\SC(=S)N(Nc3ccccc3)C2=O)cc(OC)c1OC
 : i	i	i	i	i	i	i	i	i	i	0
> O=C(COc1ccc2ccccc2c1)N1CCN(c2ccccc2O)CC1
 : i	i	i	i	i	i	i	i	i	i	10
> Cc1ccc(S(=O)(=O)N2c3ccccc3OCC2C(C)(C)C)cc1 (stereo not given)
 : i	i	i	i	i	i	i	i	i	i	58*
> COCCOC(=O)C1=C(C)OC(N)=C(C#N)C1c1ccco1 (stereo not given)
 : i	i	i	i	i	i	i	i	i	i	8
> O=c1c2ccccc2nnn1CSc1nnc(-c2ccco2)o1
 : i	i	i	i	i	i	i	i	i	i	4
> Cc1cc(C)n(-c2nc3nonc3nc2Nc2cccc(C)c2C)n1
 : i	i	i	i	i	i	i	i	i	i	0
> Cc1cc(=O)oc2c(C)c3occc3cc12
 : i	i	i	i	i	i	i	i	i	i	-1
> CCOC(=O)C1(Cc2ccccc2)CCN(CC2CC=CCC2)CC1 (stereo not given)
 : i	i	i	i	i	i	-6*	i	i	i	-5
> Cc1cc2c(cc1S(=O)(=O)NCCc1ccccc1)NC(=O)CO2
 : i	i	i	i	i	i	i	i	i	i	1
> Cc1ccc2c(CC(=O)NCc3cccs3)coc2c1
 : i	i	i	i	i	i	i	i	i	i	-1
> CC1(OC(=O)c2cnc3ccccc3n2)C(=O)C=C2C=C(C3CC3)OC=C2C1=O (stereo not given)
 : i	i	i	.	i	i	i	i	i	i	8
> CCN(CCO)Cc1cc(=O)oc2c(C)c(C)ccc12
 : i	i	i	i	i	i	i	i	i	i	0
> CCN1CCN(C(C)CCc2ccccc2)CC1 (stereo not given)
 : i	i	i	i	i	i	i	i	i	i	-2
> CCC(C)NS(=O)(=O)c1ccc(OC)c(Cl)c1Cl (stereo not given)
 : i	i	i	i	i	i	i	i	i	i	11
> Cc1ccc2oc(C(=O)NCC(c3ccco3)N3CCCC3)c(C)c2c1 (stereo not given)
 : i	i	i	i	i	i	i	i	i	i	1
> COc1cc(NC(=S)NCc2cccnc2)cc(OC)c1OC
 : i	i	i	i	i	i	i	i	i	i	7
> O=C(/C=C/c1ccc(Br)cc1)NC(=O)c1ccccc1O
 : i	i	i	i	i	i	i	i	i	i	-29
> Cc1cc(C)n(C2CCCCC2OC(=O)c2ccccc2)n1 (stereo not given)
 : i	i	i	i	i	i	i	i	i	i	-3
> Cc1ccc2nc(SC(C)C(=O)N3CCCCC3)[nH]c2c1 (stereo not given)
 : i	i	i	i	i	i	i	i	i	i	1
> Cc1ccccc1C(=O)NC1CCN(CC(=O)Nc2c(C)cccc2C)CC1
 : i	i	i	i	i	i	i	i	i	i	-4
> O=C(O)c1nccnc1C(=O)Nc1ccccc1N1CCOCC1
 : i	i	i	i	i	i	i	i	i	i	-10
> O=S(=O)(NCc1csc(-c2cccnc2)n1)c1ccc(Cl)s1
 : i	i	i	i	i	i	i	i	i	i	-6
> Cc1cccc(OCC(=O)Nc2ccc(NC(=O)c3ccco3)c(C)c2)c1
 : i	i	i	i	i	i	i	i	i	i	-3
> Cc1ccc(Br)cc1S(=O)(=O)Nc1cccnc1
 : i	i	i	i	i	i	i	i	i	i	-2
> COCCCN1C(=O)C(=O)/C(=C(/O)c2ccc(OCC(C)C)cc2)C1c1cccnc1 (stereo not given)
 : i	i	i	i	i	i	i	i	i	i	4
> O=C(NCCS(=O)(=O)c1ccc(Br)cc1)c1ccc(F)cc1
 : i	i	i	i	i	i	i	i	i	i	-3
> COc1ccc(CCNC(=O)c2noc(C(C)C)c2[N+](=O)[O-])cc1OC
 : i	i	i	i	i	i	i	i	i	i	9
> CCc1nnc(NC(=O)C2CC(=O)N(CCc3ccc(F)cc3)C2)s1 (stereo not given)
 : i	i	i	i	i	i	i	i	i	i	3
> Cc1ccc(C(=O)N/C(=C/c2ccc(-c3cccc([N+](=O)[O-])c3)o2)C(=O)NC(C)C)cc1
 : i	i	i	i	i	i	i	i	i	i	-4
> Cc1ccc(N2C(=O)C(F)(F)C2c2ccccc2)cc1 (stereo not given)
 : i	i	i	i	i	i	i	i	i	i	1
> CC(C)(C)NC(=O)C1CCC(CNc2c(N3CCCCC3)c(=O)c2=O)CC1 (stereo not given)
 : i	i	i	i	i	i	i	i	i	i	0
> CC(C)Oc1ccc(C(=O)NC2(C(F)(F)F)NC(=O)N(CCCc3ccccc3)C2=O)cc1 (stereo not given)
 : i	i	i	i	i	i	i	i	i	i	32
> Cc1ccccc1Cn1nnc2c1C(=O)c1ccccc1C2=O
 : i	i	i	i	i	i	i	i	i	i	30
> CCC(C)(C(=O)NC1CCCC1)N(CC1CCCO1)C(=O)c1ccc2c(c1)OCO2 (stereo not given)
 : i	i	i	i	i	i	i	i	i	i	-6
> O=C(O)Cc1ccc(Nc2cnn(C34CC5CC(CC(CC(=O)O)(C5)C3)C4)c(=O)c2Cl)cc1
 : i	i	i	i	i	i	i	i	i	i	6
> N#Cc1ccsc1NC(=O)COc1ccc(-c2nnco2)cc1
 : i	i	i	i	i	i	i	i	i	i	3
> COc1ccccc1N1CCN(C(=O)Cn2ncc3c([nH]c4ccccc43)c2=O)CC1
 : i	i	i	i	i	i	i	i	i	i	5
